Bioassay records deposited in PubChem BioAssay by National Center for Advancing Translational Sciences (NCATS).
Gal4-VP16 FLuc: inhibits Gal4-VP16 luciferase reporter, ROR gamma counter-screen | Drosophila S2 Gal4-VP16 UAS-luciferase, luminescence, 20 h | Potency, µM (titrated, usually from 53.6 µM), inactives show at the top dose activity, negative = inhibition, actives largely listed as inhibitors | 310,000 tested, 3.5% active;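 note: Gal4-VP16 expression switched on by copper sulfate through the metallothionein promoter; % is set by controls: 0 for no effect and ±100 for the full control effect; nearly all actives have a fitted effect of over 50% in size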
RORgamma inh: blocks mouse ROR gamma transcriptional activity. P51450. Potency, µM (top dose mostly 53.6 µM), inactives show at the top dose activity change, negative = inhibition, most hits filed as inhibitors. 310,000 tested, 5.4% active. Drosophila S2 Gal4-RORgamma UAS-luciferase reporter, 20 h. AID 2551; note: % is set by controls: 0 for no effect and ±100 for the full control effect; nearly all actives have a fitted effect of over 60% in size
Target sequence (P51450 whole entry, looked up, the tested form may be a part): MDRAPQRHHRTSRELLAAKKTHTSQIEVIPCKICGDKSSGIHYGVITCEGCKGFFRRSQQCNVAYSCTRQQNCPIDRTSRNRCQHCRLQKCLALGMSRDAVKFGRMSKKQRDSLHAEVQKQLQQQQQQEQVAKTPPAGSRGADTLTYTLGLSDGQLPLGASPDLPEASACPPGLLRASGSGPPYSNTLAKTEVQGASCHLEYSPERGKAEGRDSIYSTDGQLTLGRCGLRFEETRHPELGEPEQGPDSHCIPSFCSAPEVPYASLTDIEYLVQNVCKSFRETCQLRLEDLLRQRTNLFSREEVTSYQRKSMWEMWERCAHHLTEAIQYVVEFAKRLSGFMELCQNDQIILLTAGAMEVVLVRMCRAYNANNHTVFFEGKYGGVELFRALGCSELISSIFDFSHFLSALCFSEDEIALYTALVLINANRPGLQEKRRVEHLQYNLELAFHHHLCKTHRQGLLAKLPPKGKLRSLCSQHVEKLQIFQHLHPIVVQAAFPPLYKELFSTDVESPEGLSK
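Schneider cells (Drosophila), stable Gal4 DBD–ROR gamma + UAS-luc; 1 hr cmpd preincubation; Cu2+ induction 700 uM final; 20 hr ambient; luminescence.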
Menin-MLL TR inh: inhibitors of human menin-MLL interaction, mutant MLL peptide. Menin + Texas Red MLL mutant peptide, fluorescence polarization. 270,000 tested, 0.23% active. Potency, µM (highest dose often 61.6 µM), without a hit: at the top dose FP activity change, negative = inhibition, actives largely listed as inhibitors. O00255; active = well fitted inhibition curve with a large enough effect in the polarisation, with a control signal flat, not every such curve was filed as active; inconclusive = small, poorly fitted or top-dose-only effect, or effect the other way, or a change in a side signal; inactive = no such curve, though single readings can be large or run the other way; the % refers to the polarisation; note: % of control where 0% means no effect; many of its hits are not listed in these tables
Active calls of the source: *; ? = inconclusive; & = joins results of further samples; [ ] = remark or other dose. Unless noted, calls come from the whole dose curve; as a rule, active = well fitted curve in the direction sought with a large enough effect; inconclusive = small, poorly fitted or top-dose-only effect, or another doubt; inactive = no such curve, though single readings can be large; an effect the other way counts as inactive or inconclusive. Potency is the fitted concentration of half-maximal effect. An excerpt, so the mix of outcomes need not match the whole.

SMILES | Gal4-VP16 FLuc | RORgamma inh | Menin-MLL TR inh
c1nc[n]([Sn]([CH]2CCCCC2)([CH]2CCCCC2)[CH]2CCCCC2)n1 | 22µM* | ? | 3%
CC[C@H](C)[C@H](NC(=O)[C@@H](N)Cc1ccc(O)cc1)C(=O)NCC(=O)N[C@@H](CO)C(=O)N[C@@H](CCCN=C(N)N)C(N)=O | -8% | 15% | 1%
CCC(C)n1c(=O)[nH]c(C)c(Br)c1=O (stereo not given) | 4% | 11% | -4%
CN1CCCC2(CCN(C(=O)c3ccco3)CC2)C1 | 4% | 7% | 0%
C=C1[C@@H]2CC[C@H]3[C@@]4(C)C[C@@H](O[C@@H]5O[C@H](CO)[C@H](OS(=O)(=O)O)[C@@H](OS(=O)(=O)O)[C@@H]5OC(=O)CC(C)C)C[C@@H](C(=O)O)[C@H]4CC[C@@]3(C2)[C@H]1O | 9%[17 µM] | -14%[16.9 µM] | 6%[24.8 µM]
O=C(Oc1ccccc1)N1CCC[C@@]2(CCN(Cc3cc(C(F)(F)F)cc(C(F)(F)F)c3)C2)C1 | 1% | 20% | -15%
CC[C@]1(O)CC(O[C@@H]2CC(N(C)C)C(O)C(C)O2)c2c(cc3c(c2O)C(=O)c2c(O)ccc(O)c2C3=O)C1C(=O)OC (stereo not given in full) | 2.2µM* | 1.1µM* | 1%
CN1CC(CO)=C[C@H]2c3cccc4[nH]cc(c34)C[C@H]21 | -1% | -17% | -22%
c1ccc(C[C@@H](c2ccccc2)N2CCCCC2)cc1 | -9% | -16% | -2%[24.8 µM]
N#Cc1c(Cl)c(Cl)c(Cl)c(C#N)c1Cl | 1.8µM* | 2.5µM* | ?
CC(=O)O[C@H]1CC[C@]2(C=O)C3CC[C@]4(C)[C@@H](C5=CC(=O)OC5)CC[C@]4(O)C3CC[C@]2(O)C1 (stereo not given in full) | 5% | -5% | 23%
CNC1C2CN3CCC(O2)C13 (stereo not given) | -9% | -4% | 8%[24.8 µM]
CC1=C2CCC3C4CCC(=O)[C@@]4(C)CCC3[C@]2(C)CCC1=O (stereo not given in full) | 6% | 4% | -1%
CN[C@@H](Cc1c[nH]c2ccccc12)C(=O)O | -17% | 2% | -9%[24.8 µM]
CCC(=O)CCCCC[C@@H]1NC(=O)[C@H]2CCCCN2C(=O)[C@H]([C@@H](C)CC)NC(=O)[C@H](Cc2cn(OC)c3ccccc23)NC1=O | -2% | -2% | 15%
CCCCC/C=C\C/C=C\CCCCCCCC(=O)NCCO | -24%&0% | -9%&4% | -12%&4%
N#Cc1cccc(NC(=O)N2CCCC3(CCN(C(=O)Oc4ccccc4)CC3)C2)c1 | 6% | -16% | 14%
Oc1ccc2c(c1)[C@@]13CCCCC1[C@@H](C2)N(CC1CCC1)CC3 (stereo not given in full) | 5% | 21% | -16%
CCCN[C@@H]1CCc2c(OC)cccc2[C@@H]1C | -4% | 0% | 2%[24.8 µM]
C[N+]1(C)CCO[C@](O)(c2ccc(-c3ccc([C@]4(O)C[N+](C)(C)CCO4)cc3)cc2)C1 | 4%[17 µM] | 11%[16.9 µM] | 7%[24.8 µM]
O=C1CC2OCC=C3CN4CC[C@]56c7ccccc7N1[C@H]5[C@H]2C3C[C@H]46 (stereo not given in full) | -1%&12% | 4%&9% | -10%
CN1CCc2cc3c(cc2C1O)OCO3 (stereo not given) | -1% | -1% | -11%
CCCCSP(=O)(SCCCC)SCCCC | 7% | -21% | 0%
COc1c2c(c(CC=C(C)C)c3oc(=O)c(-c4ccc(O)cc4)c(O)c13)OC(C)(C)C=C2 | -24% | 8% | ?
CC(=O)CC(c1ccccc1)c1c(O)c2cccc(O)c2oc1=O (stereo not given) | -13% | 9% | 2%

Full records as entered above. Order of values: Gal4-VP16 FLuc, RORgamma inh, Menin-MLL TR inh
Results for CN[C@@H](Cc1c[nH]c2ccccc12)C(=O)O : -17%, 2%, -9%[24.8 µM]
Results for C[N+]1(C)CCO[C@](O)(c2ccc(-c3ccc([C@]4(O)C[N+](C)(C)CCO4)cc3)cc2)C1 : 4%[17 µM], 11%[16.9 µM], 7%[24.8 µM]
Results for O=C1CC2OCC=C3CN4CC[C@]56c7ccccc7N1[C@H]5[C@H]2C3C[C@H]46 (stereo not given in full) : -1%&12%, 4%&9%, -10%
Results for O=C(Oc1ccccc1)N1CCC[C@@]2(CCN(Cc3cc(C(F)(F)F)cc(C(F)(F)F)c3)C2)C1 : 1%, 20%, -15%
Results for CC(=O)CC(c1ccccc1)c1c(O)c2cccc(O)c2oc1=O (stereo not given) : -13%, 9%, 2%

The listing continues:
SMILES | Gal4-VP16 FLuc | RORgamma inh | Menin-MLL TR inh
COC(=O)COc1ccc(C[C@@H](C)NC[C@H](O)c2cccc(Cl)c2)cc1 | -7% | -13% | -9%
O=C(CN1CCCCC1c1cccnc1)c1ccccc1 (stereo not given) | 21% | 6% | -18%
Cc1cccc2c3c(ccc12)C1=C(C(=O)C3=O)[C@@H](C)CO1 | -11% | -1% | ?
CCCN1CCCC2Cc3[nH]ncc3CC21 (stereo not given) | -4% | 3% | -11%&2%
COC(=O)NC/C=C\c1nc(CC/C=C\C(=O)O[C@H]2C[C@H]3CC(=O)O[C@@H](/C=C\CC(C)C)C[C@@H]4CC[C@H](C)[C@H](C[C@@H](OC)C[C@H](C2)O3)O4)co1 | ? | 0.0056µM* | -14%[11.7 µM]
O=C(c1ccncc1)N1CCC[C@@]2(CCN(Cc3nccs3)C2)C1 | 14% | -2% | -2%
O=C(Nc1ccccc1)N1CC2(CCN(C(=O)Oc3ccccc3)CC2)C1 | -10% | -8% | -1%
CC1O[C@@H](O[C@@H]2C(O)C[C@H](O[C@@H]3C(O)C[C@@H](OC4CC[C@@]5(C)C6CC[C@]7(C)C(C8=CC(=O)OC8)CC[C@@]7(O)C6CC[C@@H]5C4)OC3C)OC2C)CC(O)[C@H]1O (stereo not given in full) | 3% | 3.2µM* | 3%
CC(C)C1C(=O)O[C@@H]2CCN3CC=C(COC(=O)[C@](C)(O)[C@]1(C)O)[C@H]23 (stereo not given in full) | -4% | -31% | 6%
C[N+]1=Cc2cc3c(cc2CC1)OCO3 | -11% | -1% | 7%[24.8 µM]
CC12C=CC(=O)C=C1CCC1C2=CCC2(C)C1CC[C@@H]2C(=O)CN1CCN(c2cc(N3CCCC3)nc(N3CCCC3)n2)CC1 (stereo not given in full) | 2% | 7% | ?
CCN1C[C@]2(C)CC[C@H](OC)[C@@]34[C@@H]2[C@H](OC(C)=O)[C@]2(OCO[C@@]25C[C@@H](OC)[C@@H]2C[C@@]3(O)[C@H]5[C@@H]2OC)[C@H]14 | -6%[17 µM] | -3%[16.9 µM] | -14%[24.8 µM]
CNC[C@H](O)c1ccc(O)cc1 | 5%[17 µM] | -1%[16.9 µM] | -6%[24.8 µM]
CCC(N)C(O)c1ccc(O)c(O)c1 (stereo not given) | 3% | 18% | 8%
C=C(C)[C@H]1CC[C@]2(C(=O)O)CC[C@]3(C)[C@@H](CC[C@H]4[C@@]5(C)CC[C@@H](O)C(C)(C)[C@@H]5CC[C@@]43C)[C@H]12 | 6%[17 µM] | -8%[16.9 µM] | 18%[24.8 µM]
CCCCC/C=C\C/C=C\C/C=C\C/C=C\CCCC(N)=O | -2%&6% | -36%&16% | -13%&3%
COC1C(O)C(C)O[C@H](OC2CC[C@@]3(C=O)C4CC[C@]5(C)C(C6=CC(=O)OC6)CC[C@@]5(O)C4CC[C@@H]3C2)C1O (stereo not given in full) | -2% | 12% | -1%
CC[C@@H]1CN2CC[C@@H]1C[C@H]2[C@H](O)c1ccnc2ccc(OC)cc12 | 10% | 2% | -7%[24.8 µM]
CC(=O)O[C@@H]1[C@@H](O)C2OC3C=C(C)C(=O)[C@@H](O)[C@]3(CO)C1(C)C21CO1 (stereo not given in full) | 0.11µM* | 0.63µM* | 6%
N#Cc1c(Oc2cccc(OS(=O)(=O)CCCC(F)(F)F)c2)cccc1C(F)(F)F | ? | ? | ?
CC/C=C\C/C=C\C/C=C\C/C=C\C/C=C\CCCC(=O)NCCCC(=O)O | 0% | -27% | 9%
C[C@@H](C(=O)OC1C[C@H]2CC[C@@H](C1)N2C)c1ccc(Br)cc1 (stereo not given in full) | 10% | 7% | 0%[24.8 µM]
C=CC[C@]1(O)CC[C@H]2[C@@H]3CCC4=CC(=O)CCC4=C3C=C[C@@]21C | 1% | 23% | -5%
Cc1cc(O)ccc1Cl | -25%&-11% | ? | -13%&3%
O=C(O)CF | -2% | 10% | -1%

(list continues)
SMILES | Gal4-VP16 FLuc | RORgamma inh | Menin-MLL TR inh
N#Cc1cccc(NC(=O)N2CC[C@@]3(CCCN(C(=O)Oc4ccccc4)C3)C2)c1 | -11% | -23% | 12%
CN(CC(=O)O)C(=O)[C@H](Cc1ccccc1)NC(=O)[C@@H](CCCN=C(N)N)NC(=O)[C@@H](N)Cc1ccc(O)cc1 | -6% | 23% | 6%
N#CC(C#N)=Cc1ccc(O)cc1 | ? | ? | 1%&48%
CCC(C)(S(=O)(=O)CC)S(=O)(=O)CC | 3% | 11% | 12%
N#Cc1cccc(NC(=O)N2CC3(CCN(C(=O)Oc4ccccc4)CC3)C2)c1 | 10% | 20% | 9%
CN(C)C(CSC(N)=O)CSC(N)=O | 2% | 34% | -3%
CCCN(CCC)c1c([N+](=O)[O-])cc(C(F)(F)F)cc1[N+](=O)[O-] | -12%&27% | -5%&-20% | -10%
C#CCN1C(C)=C(C(=O)CCO)[C@@H](c2cccc(-n3oo3)c2)C(C(=O)OC)=C1C | -8% | 26% | 1%[24.8 µM]
CC(=O)Oc1ccc(/C=C/c2cc(OC(C)=O)cc(OC(C)=O)c2)cc1 | ? | 4µM* | 40%[activator]
Cn1sc(Cl)cc1=O | 3% | 13% | 11%
Cc1cc(C)cc(C(=O)OC2CC3CCC(C2)N3C)c1 (stereo not given) | 11% | 10% | 2%
COc1cc([C@H]2c3cc4c(cc3[C@@H](O)[C@@H]3COC(=O)[C@H]23)OCO4)cc(OC)c1OC | -9%[17 µM] | -24%[16.9 µM] | 4%[24.8 µM]
C[C@@H]1CO1 | -14% | 2% | -1%
NCCCNCCCCNCCCNC(=O)Cc1ccc(O)cc1 | 9%[10 µM] | 7%[10 µM] | -1%[11.7 µM]
COC1CC(OC2CC[C@@]3(C=O)C4CC[C@]5(C)C(C6=CC(=O)OC6)CC[C@@]5(O)C4CC[C@]3(O)C2)OC(C)C1O (stereo not given in full) | 17% | 1% | 3%
CC(C)OC(=O)Nc1cccc(Cl)c1 | 1% | ? | 2%
N#Cc1ccc(CN2CC[C@@]3(CCCN(C(=O)Oc4ccccc4)C3)C2)cc1 | 0% | 3% | -18%
c1cc(CN2CCC3(CCNCC3)CC2)ccn1 | -11% | -19% | 12%

Among those listed so far, 4 contain fluorine.
SMILES | Gal4-VP16 FLuc | RORgamma inh | Menin-MLL TR inh
O=C(Oc1ccccc1)N1CCC[C@@]2(CCN(Cc3cc(C(F)(F)F)cc(C(F)(F)F)c3)C2)C1 | 1% | 20% | -15%
N#Cc1c(Oc2cccc(OS(=O)(=O)CCCC(F)(F)F)c2)cccc1C(F)(F)F | ? | ? | ?
O=C(O)CF | -2% | 10% | -1%
CCCN(CCC)c1c([N+](=O)[O-])cc(C(F)(F)F)cc1[N+](=O)[O-] | -12%&27% | -5%&-20% | -10%

Look-ups from the list:
`c1cc(CN2CCC3(CCNCC3)CC2)ccn1` @ RORgamma inh: -19%
`N#CC(C#N)=Cc1ccc(O)cc1` @ Menin-MLL TR inh: 1%&48%
`C#CCN1C(C)=C(C(=O)CCO)[C@@H](c2cccc(-n3oo3)c2)C(C(=O)OC)=C1C` @ Gal4-VP16 FLuc: -8%
